# HepG2 tox: kills HepG2 cells in TGF-b inhibitor counter-screen. HepG2 CAGA-GFP viability, ATP luminescence, 18 h. Potency, µM (titrated, usually from 46.1 µM), inactives show at the top dose activity change, negative = cytotoxicity, most hits filed as cytotoxic. 0.76% of 410,000 active. AID 588856; also: potency is read from the fitted curve at half-maximal effect; some results filed as inactive show a strong effect at the top dose
#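 CellTiter-Glo luminescence gave cytotoxicity after 18 hours at 37 degrees C. The cells were HepG2 CAGA-GFP in 1% FBS DMEM, stimulated with 500 pg/mL TGF-beta after compound addition. %Activity was normalised to no-cell wells (complete cell-killing) and DMSO (no toxicity), and curves were fitted and classified.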
# TGFb SMAD3 inh: blocks TGF-b signaling; HepG2 CAGA-GFP TGF-b/SMAD3 reporter, GFP fluorescence, 18 h; TGF-beta stimulated, 500 pg/mL final; Potency, µM (doses to about 46.1 µM), for the others: at the highest dose activity, negative = inhibition, most hits filed as inhibitors; 1.2% of 410,000 active; AID 588855; also: potency is read from the fitted curve at half-maximal effect; % is scaled to controls: 0 for no effect and ±100 for the full control effect; nearly all actives have a fitted effect of over 65% in size
#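 HEPG2 CAGA-GFP, 1000 cells/well; 2 h settle, 37 C; cpd via pin tool; TGF-b 500 pg/mL final; 18 h, 37 C; GFP imaging ex488/em500-530; %Activity normalised to -TGF-b and +DMSO controls; CRC fit, curve class.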
# Nrf2 ARE act: activates Nrf2 signaling; AID 624171; 0.31% of 410,000 active; AREc32 ARE-luciferase reporter (MCF7-derived line), luminescence, 24 h; Potency, µM (series often up to 46.1 µM), for inactives: top-dose activation, hits mostly activators; also: potency is read from the fitted curve at half-maximal effect; % of control where 0% means no effect; nearly all actives have a fitted effect of over 65% in size
#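 AREc32_Fluc, 1000 cells/well, OPTI-MEM + 5% FBS, o/n 37 deg C 5% CO2; 23 nL cpd by pin tool, 24 hr; Steady-Glo 30 min RT, luminescence.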
# CCT modulator: cytosolic chaperonin activity modulation. purified chaperonin ATPase assay, HTRF ADP detection, 30 min. activity change, % (test concentration not listed), hits read low. 0.3% of 360,000 active; in the data active = activity change below about -30%; also: % is scaled to controls: 0 for no effect and ±100 for the full control effect
#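 We incubate TRiC, 40 or 20 nM final, with library compounds at 76 uM and 10 uM ATP for 30 min at 37 °C. ADP formed is detected with Transcreener HTRF reagents after 30 min at room temperature.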
# MmCpn inh: M. maripaludis TRiC chaperonin inhibition. 0.031% of 330,000 active. Potency, µM (series often up to 76.9 µM), for the others: top-dose activity, negative = inhibition, usual class: inhibitors. purified Mm-Cpn ATPase, ADP Transcreener TR-FRET; also: potency is read from the fitted curve at half-maximal effect; % is scaled to controls: 0 for no effect and ±100 for the full control effect; nearly all actives have a fitted effect of over 80% in size
#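 Reaction buffer contained 30 mM Tris pH 7.4, 100 mM KCl, 5 mM MgCl2 and 1 mM DTT. Mm-CPN (25 nM final) hydrolysed 10 uM ATP over 30 min at 37°C; ADP was read by HTRF.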
# Abeta rescue: restores growth of yeast expressing A-beta42 peptide; yeast expressing A-beta42, growth rescue, OD600, 48 h; response scale: 0% DMSO, 100% iron-clioquinol control; Potency, µM (series often up to 46.1 µM), without a hit: at the highest dose growth rescue, actives largely listed as activators; 0.063% of 410,000 active; also: potency is read from the fitted curve at half-maximal effect; nearly all actives have a fitted effect of over 55% in size
#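 Growth rescue measured by 600 nm absorbance after 48 h yeast culture at 30 C with compound. Values normalized between DMSO and an equimolar ferric chloride plus clioquinol control.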
# Akt phos inh: blocks phosphorylation of Akt; AID 651550; Neuro2A IGF-stimulated pAkt S473 HTRF, 20 min; active compounds read low; activity change, % for hits at 50 µM; 0.32% of 360,000 active; in the data active = activity change below about -80%; inconclusive = mostly about -51% to -80%; also: % is scaled to controls: 0 for no effect and ±100 for the full control effect
#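 Neuro2A cells (4,500/well, DMEM with 0.5% FBS) were treated with compound at a single 50 µM final concentration, stimulated with 6 nM IGF for 20 min at 37 °C, and lysed. Phospho-Akt Ser473 was read by HTRF as 665/615 ratio ×10^4.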
# Nrf2 block: Nrf2 pathway inhibition; A549 ARE-Fluc reporter, luciferase luminescence, 18-24 h; Potency, µM (highest dose often 46 µM), without a hit: at the highest dose activity change, negative = inhibition, most hits filed as inhibitors; 2.1% of 360,000 active; also: potency is read from the fitted curve at half-maximal effect; % is scaled to controls: 0 for no effect and ±100 for the full control effect; nearly all actives have a fitted effect of over 60% in size
#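 A549 ARE_Fluc cells, 5000/well, 5% FBS OPTI-MEM; compounds in dose-response, 18-24 h at 37 °C/5% CO2; CellTiter-Fluor viability read (Ex 405/Em 525), then BugLite luciferase luminescence = Nrf2 activity.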
# A549 viability: kills or reduces viability of A549 cells in Nrf2 counter-screen; A549 ARE-Fluc cells, CellTiter-Fluor viability, 18-24 h; Potency, µM (highest dose often 46 µM), for the others: top-dose activity change, negative = cytotoxicity, hits mostly inhibitors; 0.16% of 390,000 active; AID 504648; also: potency is read from the fitted curve at half-maximal effect; % is scaled to controls: 0 for no effect and ±100 for the full control effect
#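 A549 ARE-Fluc cells in 5% FBS OPTI-MEM, 5000 cells/well, rested 2 h then exposed to compounds in concentration-response for 18-24 h at 37 °C. Viability by CellTiter-Fluor fluorescence (Ex 405/Em 525) after 30 min; luciferase luminescence (BugLite, 15 min, RT) read afterwards.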
# * = called active by the depositor; i = inactive; ? = inconclusive; / = not tested or not shown; & = joins results of further samples; [ ] = another dose, or the depositor's remark. Unless noted, calls follow the shape of the dose curve; as a rule, active = well fitted curve in the direction sought with a large enough effect; inconclusive = small, poorly fitted or top-dose-only effect, or another doubt; inactive = no such curve, though single readings can be large; an effect the other way counts as inactive or inconclusive.
smiles,HepG2 tox,TGFb SMAD3 inh,Nrf2 ARE act,CCT modulator,MmCpn inh,Abeta rescue,Akt phos inh,Nrf2 block,A549 viability
O=C(Nc1nsc(-c2ccccc2)n1)c1ccc(F)cc1,2.82µM*,-4.9%,2.5%,-1.8,1.1%,-8.3%,i,5.0%,8.4%
O=C(O)c1cccc(NC(=O)c2ccc(S(=O)(=O)c3ccccc3)cc2)c1,14.2%,16.8%,-1.0%,0.5,0.2%,-10.6%,i,6.5%,0.6%
Cc1ccc(S(=O)(=O)N(C)CC(=O)O/N=C(\N)c2cccc([N+](=O)[O-])c2)cc1,-4.8%,-3.2%,-0.4%,-0.5,-0.1%,1.5%,i,?,-26.2%
CC(C)C1N(c2ccccc2)C(N)=C(C#N)C1(C#N)C#N (stereo not drawn),-13.5%,-1.2%,0.7%,-3.9,1.1%,-5.0%,i,-13.2%,-1.6%
COC(=O)C(CCSC)NS(=O)(=O)c1ccccc1Br (stereo not drawn),-6.1%,-6.6%,/,/,/,/,/,18.0%,3.2%
CCC1(CC)NC(=O)N(CC(=O)OCC(=O)Nc2cc(C)ccc2C)C1=O,8.5%,-11.2%,-0.3%,2.2,-0.5%,-2.9%,i,?,4.0%
Cc1cc(C)c2c(c1)-c1c(ssc1=S)C(C)(C)N2C(=O)CN1C(=O)c2ccccc2C1=O,-29.3%,-22.5%,-0.5%,-0.9,0.1%,-8.0%,i,-2.4%,-5.2%
O=[N+]([O-])c1ccccc1S(=O)(=O)Nc1ccc(-c2ccc(N3CCCC3)nn2)cc1,-18.0%,-1.8%,4.8%,3.9,0.4%,-5.4%,i,23.6%,-3.3%
Cc1cccc(NC(=O)c2ccc3nc(N4CCOCC4)sc3c2)c1C,1.7%,-17.9%,0.7%,-4.3,0.9%,-15.2%,i,-10.8%,-3.8%
COc1ccc(NS(=O)(=O)c2ccc3[nH]c(=O)[nH]c3c2)cc1,-17.5%,-11.0%,-0.3%,-1.8,1.7%,7.8%,i,-3.5%,-2.8%
COc1ccc(Cl)cc1-c1cc(C(=O)Nc2ccc(C)c(NS(C)(=O)=O)c2)[nH]n1,-73.3%,?,-1.5%,-13.0,/,-19.0%,i,/,/
C=C(C)C1CC=C(CN2CCN(Cc3ccccc3)CC2)CC1 (stereo not drawn),-51.7%,?,4.3%,3.1,-0.3%,-12.6%,i,1.6%,3.6%
CN(c1ccccc1)S(=O)(=O)c1cccc(C(=O)NC2CC(C)(C)NC(C)(C)C2)c1,-54.7%,-1.2%,-1.8%,0.9,3.1%,-8.9%,i,20.1%,14.2%
C=CCn1c(=NC(=O)CN2C(=O)CCC2=O)sc2cccc(OC)c21,-6.9%,-0.6%,4.3%,-3.5,0.6%,4.1%,i,-4.4%,1.0%
CCC1CCc2c(c3ccccc3[nH]c2=O)O1 (stereo not drawn),-0.6%,3.3%,3.9%,-0.4,-1.2%,-10.2%,i,?,8.5%
Cc1ccccc1/[N+]([O-])=C/c1ccncc1,-4.0%,-1.5%,4.1%,0.1,-0.1%,-17.7%,i,-9.4%,-4.2%
COCCNc1nc(-c2cc(-c3ccccc3)on2)cc(C(C)C)n1,-17.6%,?,4.2%,0.7,-6.2%,8.6%,i,-12.9%,13.2%
COc1ccc(CN2CCN(Cc3nc4ccccc4s3)CC2CCO)c(C)c1C (stereo not drawn),-54.5%,?,-0.5%,-1.0,0.5%,0.9%,i,?,?
CCC(O)CC(C(=O)NNc1ccccc1)C(=O)NNc1ccccc1 (stereo not drawn),1.7%,0.8%,0.4%,-1.4,0.5%,15.6%,i,-6.8%,2.1%
Cc1c(NC(=O)c2cnn3c2NC(c2ccco2)CC3C(F)(F)F)c(=O)n(-c2ccccc2)n1C (stereo not drawn),-1.5%,-3.1%,-0.4%,-0.8,0.6%,8.3%,i,/,1.0%
Cc1ccc(S(=O)(=O)N2CCN(C(C)C)CC2)cc1,-5.6%,-3.1%,1.2%,-0.4,-3.9%,-12.3%,i,-14.6%,1.4%
COc1ccc(C(CNC(=O)c2cc(SC)ccc2Cl)N(C)C)cc1 (stereo not drawn),-4.6%,-10.2%,-0.2%,-1.4,0.2%,16.7%,i,-3.5%,0.0%
O=C(CCNS(=O)(=O)c1ccc(Cl)cc1)N1CCN(c2ccccn2)CC1,-32.7%,3.3%,-0.2%,0.9,0.2%,5.5%,i,-15.3%,-1.0%
CCCc1ccc(NC(=O)C2CCCN(c3cnccn3)C2)cc1 (stereo not drawn),5.0%&-22.7%,7.5%&-20.4%,3.0%&7.1%,-3.0,1.2%,-18.4%&-1.4%,/,4.6%&-5.1%,1.2%&1.9%
O=c1nc2ccc(Cl)cn2c2ccc(S(=O)(=O)N3CCCCC3)cc12,-0.2%,-1.4%,-0.6%,1.1,1.3%,-9.7%,i,1.5%,1.4%
O=C(CSc1nnc(COc2ccc(Cl)cc2)o1)N1CCCCC1,0.8%,18.7%,0.2%,-2.9,?,-10.1%,i,?,2.0%
CCCn1c(NCc2cccc(OC)c2O)nc2ccccc21,-26.4%,-3.0%,2.6%,1.8,-3.0%,8.0%,i,11.6%,-1.1%
Fc1ccc(NC2=NCCCCC2)cc1,-15.8%,3.2%,0.3%,-2.7,1.1%,-25.9%,i,-20.7%,0.6%
CC(CC(=O)Nc1ccc2c(c1)OCO2)c1ccccc1 (stereo not drawn),-10.8%,9.9%,-0.4%,-1.5,1.3%,-0.9%,i,20.7%,0.6%
COc1cccc(N(CC(=O)NCCSCc2ccc(C)cc2)S(C)(=O)=O)c1,2.9%,-6.4%,-0.1%,-19.4,-1.0%,-3.7%,i,-30.4%,5.8%
COc1ccc(CCN=C(N)NS(=O)(=O)c2ccc(F)cc2)cc1OC,-4.7%,5.3%,-0.7%,0.1,2.8%,-9.7%,i,-20.0%,-0.2%
CC1(C)CC(=O)C2=C(C1)Nc1ccccc1NC2c1cccnc1 (stereo not drawn),0.6%,5.8%,3.1%,-2.2,-0.7%,1.2%,i,3.6%,-0.1%
COc1ccc(-n2ncc3c2CC(C)(C)CC3NC(=O)c2cn[nH]c2)cc1 (stereo not drawn),-0.1%,0.9%,-1.4%,-8.3,1.2%,11.4%,i,-24.5%,-0.6%
C[C@@H]1CN(C(=O)c2nc3ccc(Cl)cn3c2CN(C)CCc2cnn(C)c2)C[C@H](C)O1,10.4%,-4.7%,4.2%,-0.9,0.9%,1.4%,i,-1.5%,2.4%
COc1ccc(OC)c(C(c2c(C)[nH][nH]c2=O)c2c(C)[nH][nH]c2=O)c1,-17.4%,1.0%,2.9%,0.4,-3.7%,-28.4%,i,-14.3%,4.4%
O=C(Nc1ccon1)c1cccc(S(=O)(=O)N2CCCCC2)c1,-18.7%,-2.7%,3.1%,0.3,0.9%,0.5%,i,10.5%,4.9%
S=C(NC1CCCCCC1)NC1CCCC1,-4.0%,-7.6%,-0.2%,0.7,-25.6%,12.1%,i,3.1%,-6.0%
O=C(NCc1ccco1)c1ccc2c(c1)N(Cc1ccc(Cl)cc1)C(=O)c1ccccc1S2(=O)=O,-5.6%,3.1%,4.3%,/,/,-3.1%,/,?,-22.1%
CCCCNc1ccc2nsnc2c1[N+](=O)[O-],9.2%,5.7%,18.6%,-0.1,2.5%,0.0%,i,1.8%,-1.3%
CCCNC(=O)c1ccc(C2SCC(=O)N2CCc2ccccc2)cc1 (stereo not drawn),8.1%,-0.5%,3.8%,-2.4,0.1%,19.2%,i,?,-8.1%
COc1ccc2nc(C)cc(SCC(=O)N3CCCCC3)c2c1,-11.3%,1.0%,4.1%,-1.3,-1.2%,-5.8%,i,-21.8%,7.3%
CCOC(=O)N1CCc2c(sc3c2c(=O)n(Cc2ccccc2)c(=O)n3CC(=O)Nc2ccccc2F)C1,-16.4%,-27.3%,0.3%,/,/,-9.4%,/,4.3%,4.2%
O=C(/C=C/c1ccccc1)NC(=S)NNS(=O)(=O)c1ccccc1,-1.5%,2.6%,3.8%,-1.5,-0.5%,?,i,?,3.5%
CC1(c2ccc(OC(F)F)cc2)NC(=O)N(CC(=O)Nc2ccccc2)C1=O (stereo not drawn),-3.1%,6.7%,2.8%,-0.8,-0.1%,-12.9%,i,-17.3%,-1.2%
CCN(CC(=O)NCc1ccc(F)cc1)CC(=O)Nc1ccc(S(=O)(=O)N2CCCC2)cc1,5.8%,-0.2%,-0.1%,1.7,-0.2%,-6.5%,i,-3.0%,-1.6%
O=c1c(Cc2ccc(Cl)cc2Cl)c(O)ccn1Cc1ccncc1,3.8%,-1.1%,0.6%,-3.2,-2.3%,8.6%,i,9.5%,9.6%
Cc1cc(C)n(CC(=O)N/N=C/c2cc(Br)cc([N+](=O)[O-])c2O)n1,-17.5%,21.8%,4.9%,-1.0,-0.9%,-38.4%[inhibitor],i,?,-2.8%

# Screening results deposited in PubChem by National Center for Advancing Translational Sciences (NCATS).
